# human PMI inhibition – inhibitors of human PMI, primary screen, biochemical, fluorescence intensity, coupled assay (AID 1209); Mannose-6-phosphate isomerase (Homo sapiens); purified PMI enzyme, coupled fluorescence intensity; higher % means a stronger effect; one-dose inhibition, % at 20 µM; IC50 in µM for titrated hits; actives 0.42% (n = 190,000);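 note: plate controls were DMSO vehicle for no effect and wells lacking substrate for full effect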
# human PMI inhibitors – human PMI inhibitors, high substrate, primary screen, biochemical, fluorescence intensity, high mannose 6-phosphate (AID 1220); Mannose-6-phosphate isomerase (Homo sapiens); recombinant PMI enzyme, coupled fluorescence intensity; higher % means a stronger effect; inhibition, % at 20 µM, or IC50 in µM where a hit was titrated; actives 0.66% (n = 190,000)
# P. falciparum M1AAP – P. falciparum M1AAP inhibitors, biochemical, fluorogenic H-Leu-NHMec substrate, 1536-well (AID 1445); actives 0.42% (n = 220,000); Aminopeptidase N (Plasmodium falciparum (isolate 3D7)); one-dose inhibition, % at 30 µM; IC50 in µM for titrated hits; recombinant M1AAP, H-Leu-NHMec fluorogenic kinetic assay; higher % means a stronger effect;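 active = primary inhibition above the hit cutoff, then over 50% inhibition at one or more dose response concentrations, cut at about 23% in these data, passing the limit was not always enough; inconclusive = conflicting primary data, or primary hits not chosen for dose response; inactive = low primary inhibition, or under 50% at every dose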;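 note: plate controls were DMSO full reaction for no effect and no enzyme background for full effect; strong numbers were not always called active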
# P. falciparum M17LAP – P. falciparum M17LAP inhibitors, primary screen, biochemical, fluorogenic H-Leu-NHMec substrate, 1536-well (AID 1619). recombinant M17LAP, H-Leu-NHMec fluorogenic kinetic assay; higher % means a stronger effect. actives 0.38% (n = 220,000). Leucine aminopeptidase (Plasmodium falciparum (isolate 3D7)). one-dose inhibition, % at 30 µM; IC50 in µM for titrated hits;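 active = compound inhibiting the enzyme by more than half at any dose during confirmatory dose-response retesting; inconclusive = strong single-dose inhibitors picked by rank but not retested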;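 note: plate controls were full reaction with DMSO carrier for no effect and no enzyme background for full effect; strong numbers were not always called active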
# West Nile antiviral – West Nile virus antiviral activity, cell-based, CPE readout (AID 1621); actives 0.02% (n = 290,000); West Nile virus-infected cells, CPE inhibition; higher % means a stronger effect; CPE inhibition, % at 10 µM; hits with a dose series show IC50 in µM; in the data active = a potency from the dose series; inconclusive = CPE inhibition mostly from about 3.7% at the one dose, without a potency; inactive = the rest, 99 in 100 with CPE inhibition below about 2.2%; note: strong numbers were not always called active
# TNAP activators – human TNAP enzyme activators, primary screen, biochemical, luminescent, no phosphate acceptor, uHTS (AID 1001); activation fold at 20 µM, or EC50 in µM where a hit was titrated; actives 0.03% (n = 200,000); purified TNAP, luminescent activation assay, no phosphate acceptor; higher activation fold means a stronger effect; in the data active = activation fold from about 3, or a potency from the dose series; inactive = the rest, 99 in 100 with activation fold below about 1.6; note: many of its hits are not listed in these tables
# RSV CPE inhibition – RSV antiviral activity via CPE protection, HEp-2 cells, primary 10 µM value included (AID 2391); actives 0.13% (n = 310,000); HEp-2 cells, RSV-induced CPE inhibition; higher % means a stronger effect; one-dose CPE inhibition, % at 10 µM; IC50 in µM for titrated hits; in the data active = a potency from the dose series; inconclusive = CPE inhibition mostly from about 23% at the one dose, without a potency; inactive = the rest, 99 in 100 with CPE inhibition below about 21%; note: strong numbers were not always called active
# T cell HTS – modulators of CD8 T cell-vesicle binding, primary screen, mouse 2C CD8+ T cells, flow cytometry; 2C CD8+ T cell-vesicle binding; stronger effect = lower value; calls only at 7 µM; actives 0.068% (n = 330,000); AID 2052, 2009;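 active = response, share of CD8 T cells binding vesicles, and their 90th percentile fluorescence all below set limits, cut at about 80% in these data, passing the limit was not always enough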
#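 Read-out – percent CD8+ FL2 mean versus row control · System – murine 2C transgenic CD8+ T lymphocytes · Times – 1.5 h cell–vesicle binding at 37 °C, then 20 min icy labelling · Control set – naked vesicles low, QL9 vesicles with vehicle high · Detection – cytometric PE anti-B7-1 and Alexa647 anti-CD8 signals after 1% paraformaldehyde fixation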
# K1F lysis inhibition – inhibition of K1F phage lysis, E. coli UTI89, bacterial capsule biogenesis inhibitors, alamar blue (AID 488966) | inhibition, % at 100 µM, or IC50 in µM where a hit was titrated | actives 0.02% (n = 340,000) | E. coli UTI89 K1F phage lysis, alamar blue, 2 h; higher % means a stronger effect;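 active = phage lysis inhibition, versus mean bacterial control, above a set limit; inconclusive = no clear call, values can overlap the other calls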;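 note: capsule biogenesis inhibitors block K1F phage lysis so surviving cells raise fluorescence; higher fluorescence means more inhibition of phage lysis; actives were called in the ten point dose series up to 300 µM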
# T cell HTS vesicle-bound % – further read-out of T cell HTS, marked with its call; double positive events, %; measured here: CD8+ vesicle-bound cell fraction;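 binding gate set so that unloaded-vesicle control wells show 10% double positive cells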
# Numbers without * were called inactive; i = inactive; ? = inconclusive; / = not tested or not shown; [ ] = dose if it differs, or a comment. Cut-off read from the data, not from the text of the source, unless noted: active = inhibition above about 50%; inactive = the rest.
SMILES,human PMI inhibition,human PMI inhibitors,P. falciparum M1AAP,P. falciparum M17LAP,West Nile antiviral,TNAP activators,RSV CPE inhibition,T cell HTS,T cell HTS vesicle-bound %,K1F lysis inhibition
Cc1ccc(-c2cc(N)n[nH]2)cc1,14%,11%,2%,0%,-0.4%,0.9,-0.6%,i,25,0.3%
CN(CCO)S(=O)(=O)c1ccc2c(c1)C(=NO)c1cc(S(=O)(=O)N(C)CCO)ccc1-2,7%,-2%,8%,8%,0.6%,1,-0.5%,i,7,-0.1%
C[n+]1cccc(/C=N/NC(=O)CC23CC4CC(CC(C4)C2)C3)c1,/,/,14%,-1%,0.4%,/,0.1%,i,16,0.2%
CN1OC(COC(=O)c2ccc(Cl)cc2Cl)CC1c1ccccc1 (stereo not drawn),13%,8%,-5%,16%,-0.3%,1.1,0.1%,i,26,-0.1%
N#C/C(=C\c1c(Oc2ccccc2Cl)nc2ccccn2c1=O)C(=O)NC1CCS(=O)(=O)C1 (stereo not drawn),/,/,/,/,-0.8%,/,1.4%,i,16,0.2%
COc1ccc(C)cc1NC(=O)CCN1CCN(c2ccccc2F)CC1,/,/,/,/,-1.4%,/,1.1%,i,71,0.2%
CCOC(=O)C(C)Sc1nc2c(cnn2-c2ccc(F)cc2)c(=O)[nH]1 (stereo not drawn),/,/,/,/,-0.6%,/,1.5%,i,25,-0.2%
COC(=O)CNC(=O)CCCCC(=O)NCC(=O)OC,-10%,-3%,10%,15%,0.2%,1.1,1.4%,i,2,5.1%
O=C(CSc1nnc(-c2ccc(C(F)(F)F)cn2)s1)c1ccc(Cl)cc1,/,/,3%,6%,-0.7%,/,/,i,34,0.6%
Cc1cc2c(cc1C)-c1nnnn1C(C)(C)C2,15%,11%,4%,-10%,0.4%,1.1,0.4%,i,15,10%
Cc1c(CC(=O)NCCC(=O)O)c(=O)oc2cc3occ(-c4ccccc4)c3cc12,/,/,/,/,0.4%,/,1.1%,i,58,0.1%
CN(Cc1ccccc1)c1nc2c(c(=O)[nH]c(=O)n2C)n1Cc1ccccc1,1%,-4%,2%,-15%,0.0%,1.1,2.6%,i,25,-0.4%
Cc1cnc(C(=O)Nc2ccc(S(=O)(=O)NCC(C)C)cc2)cn1,/,/,-1%,-8%,0.1%,1.1,3.2%,i,14,-0.5%
Cc1cccc(C)c1N1CCN(c2nc(N(C)C)oc(=O)c2C#N)CC1,3%,2%,-2%,-2%,-0.7%,1,1.3%,i,16,-0.1%
CCOc1ccccc1N1CCN(CC(=O)c2c(N)n(C)c(=O)n(C)c2=O)CC1,0%,-4%,5%,1%,-0.9%,1,0.1%,i,55,-0.7%
Cc1cc(N2CCCC2)nc2ccccc12,11%,8%,12%,4%,-0.1%,1.1,-0.7%,i,23,0.3%
COc1ccc(C2C(C#N)=C(N)Oc3n[nH]c(C)c32)cc1CSc1ccccn1 (stereo not drawn),12%,12%,5%,-1%,0.6%,1,2.6%,i,54,-0.6%
O=c1[nH]c2ccc(S(=O)(=O)N3CCCC3)cc2[nH]1,/,/,/,/,-0.1%,/,1.8%,i,23,0.0%
CCCCNC(=O)CCn1c(=S)[nH]c2cc3c(cc2c1=O)OCO3,-6%,-8%,-3%,-9%,0.5%,1.1,1.3%,i,47,0.2%
CCC1CCCCN1C1Sc2ccc(C(=O)OC)cc2NC1=O (stereo not drawn),8%,8%,5%,4%,-0.2%,1.1,1.5%,i,7,-1.9%

# 2 entries from above, with tabs.
compound	human PMI inhibition	human PMI inhibitors	P. falciparum M1AAP	P. falciparum M17LAP	West Nile antiviral	TNAP activators	RSV CPE inhibition	T cell HTS	T cell HTS vesicle-bound %	K1F lysis inhibition
N#C/C(=C\c1c(Oc2ccccc2Cl)nc2ccccn2c1=O)C(=O)NC1CCS(=O)(=O)C1 (stereo not drawn)	/	/	/	/	-0.8%	/	1.4%	i	16	0.2%
CCCCNC(=O)CCn1c(=S)[nH]c2cc3c(cc2c1=O)OCO3	-6%	-8%	-3%	-9%	0.5%	1.1	1.3%	i	47	0.2%

# Additional structures follow:
SMILES,human PMI inhibition,human PMI inhibitors,P. falciparum M1AAP,P. falciparum M17LAP,West Nile antiviral,TNAP activators,RSV CPE inhibition,T cell HTS,T cell HTS vesicle-bound %,K1F lysis inhibition
COc1ccc(C(=O)OCC(=O)N(C)C2CCS(=O)(=O)C2)cc1S(=O)(=O)N1CCCc2ccccc21 (stereo not drawn),-6%,-3%,2%,2%,-0.4%,1.1,-2.2%,i,59,-0.9%
FC(F)(F)c1cc(Cl)c2nc(-c3ccccc3)cn2c1,13%,13%,-2%,3%,-0.4%,1.1,2.2%,i,41,-0.1%
O=C1COc2ccc(C(=O)CSc3nnc(Cc4cccs4)n3-c3ccccc3)cc2N1,-10%,-6%,-2%,4%,0.5%,1.1,1.0%,i,8,-0.6%
Cc1cccc(N2CCN(C(=O)c3cccc(N4C(=O)C5C6C=CC(C6)C5C4=O)c3)CC2)c1C (stereo not drawn),/,/,/,/,0.0%,/,?,i,18,1.4%
CC(=O)Nc1cccc(/C(C)=N/NS(=O)(=O)c2ccccc2)c1,4%,6%,8%,12%,0.6%,1.1,1.0%,i,36,/
N/C(=N\OC(=O)c1cccc2ccccc12)c1ccncc1,/,/,8%,6%,-0.7%,/,?,i,15,1.4%
COC(=O)c1[nH]c2ccccc2c1NC(=O)C(C)N1CCN(C(=O)c2ccco2)CC1 (stereo not drawn),-6%,2%,2%,16%,2.0%,1.1,3.7%,i,36,0.2%
CSc1nc(Oc2ccc(=O)[nH]n2)nc(N(C)C)n1,-3%,-4%,7%,3%,-0.1%,1,7.1%,i,36,0.6%
Cc1noc2ncc(C(=O)c3cc(F)ccc3O)cc12,-6%,-5%,7%,24%,-0.2%,1.1,0.1%,i,23,0.7%
Cc1ccc(C)c(NC(=O)C2CCCN(S(=O)(=O)c3c(C)noc3/C=C/N(C)C)C2)c1 (stereo not drawn),/,/,/,/,-0.4%,/,2.4%,i,2,0.4%
COc1ccc(-c2cc(-c3ccccc3)n[nH]2)c(O)c1,6%,-2%,3%,-3%,0.2%,1.4,?,i,53,-1.3%
Fc1ccccc1Nc1ncnc2c1nnn2Cc1ccccc1,/,/,/,/,-1.0%,/,0.3%,i,22,-0.1%
COc1ccc(S(=O)(=O)Cc2ccc(C(=O)NCc3ccco3)o2)cc1,-1%,0%,5%,-4%,-0.4%,1.2,1.2%,i,64,8.7%
COc1cc(NC(=O)c2ccc(C)c([N+](=O)[O-])c2)ccc1NC(=O)c1ccco1,-7%,2%,-3%,3%,2.9%,1,0.8%,i,40,/
Cc1c(NC(=O)C(C)OC(=O)c2ccc(Br)o2)c(=O)n(-c2ccccc2)n1C (stereo not drawn),8%,11%,-1%,-4%,0.7%,1,1.9%,i,35,0.2%
O=C(c1ccc2ccccc2c1)C1CCCN(C(=O)CN2C(=O)CSC2=O)C1 (stereo not drawn),2%,-10%,0%,-7%,0.0%,1.1,12%,i,49,1.0%
O=C1c2ccccc2C(=O)N1CCCOc1ccccc1,21%,15%,-1%,-2%,0.7%,1.1,1.6%,i,41,0.1%
Cc1nc(N2CCN(C(=O)c3cnccn3)CC2)c2c3c(sc2n1)CC(C(C)(C)C)CC3 (stereo not drawn),/,/,/,/,-0.8%,/,0.8%,i,28,-0.2%
Cc1ccccc1OCc1occc1C(=O)Nc1cccc(-n2cnnn2)c1,/,/,/,/,0.0%,/,4.3%,i,24,0.3%
COc1ccccc1NC(=O)c1cc2c(CO)cnc(C)c2oc1=Nc1ccc(OC)c(OC)c1,/,/,/,/,1.4%,/,10%,i,56,-0.1%
CCN(c1ccccc1C)S(=O)(=O)c1cc2c3c(c1)CCC(=O)N3CCC2,/,/,/,/,0.7%,/,10%,i,38,-0.1%
Cc1cc(N/N=C/c2ccc(O)cc2O)nc(-c2ccccc2O)n1,39%,53%*,2%,20%,-0.9%,1.5,0.8%,i,49,-0.3%[50 µM]
Cn1c(SCC(=O)Nc2cccc(S(=O)(=O)NC3=NCCCCC3)c2)nnc1-c1ccncc1,-4%,2%,4%,0%,-0.3%,1,0.6%,i,39,0.7%
CC(Sc1nc2ccccc2c(=O)n1CCc1ccc(S(N)(=O)=O)cc1)C(=O)NC(N)=O (stereo not drawn),/,/,/,/,0.6%,/,-0.8%,i,37,-0.1%
CCCc1c(C(=O)Nc2ccc(F)cc2C)cnn1-c1ccccc1,/,/,2%,10%,0.1%,/,/,i,23,0.0%
c1coc(-c2nnc3sc(-c4cccs4)nn23)c1,-8%,-45%,7%,28%,-1.0%,1,3.6%,i,21,-0.2%
CN(c1ccccc1)S(=O)(=O)c1cccc(NC(=O)CSc2nnc(N)s2)c1,12%,7%,15%,22%,-2.0%,1.2,6.1%,i,14,7.8%
O=C(CSc1nc2ccccc2o1)Nc1ccccc1N1CCOCC1,4%,5%,1%,5%,0.0%,1.2,-0.5%,i,21,0.1%
CCOCCCNC(=O)CCc1ccc(S(=O)(=O)Nc2ccc(C)cc2)cc1,-5%,-8%,5%,-1%,-0.4%,1.1,2.0%,i,48,-0.7%
CC1=NNC(=O)C1C(c1ccccc1)C(C#N)C#N (stereo not drawn),8%,6%,6%,24%,0.0%,1.1,0.2%,i,46,3.7%
CCOC(=O)N1CCC(NC(=O)CS(=O)Cc2nc(-c3ccc(C)cc3)oc2C)CC1 (stereo not drawn),/,/,/,/,-0.1%,/,3.8%,i,24,1.2%
O=C1NC(=S)SC1=C1CCCCCC1,5%,5%,1%,21%,0.5%,1.1,17%,i,20,0.1%
COc1ccc(/C=N/Nc2ccc([N+](=O)[O-])cc2)cc1Cn1cc([N+](=O)[O-])cn1,0%,-12%,-1%,3%,2.1%,0.8,6.5%,i,6,2.0%[50 µM]
O=C(NC1CCCC1)C(c1ccc(F)cc1)N(C(=O)c1csnn1)C1CCCC1 (stereo not drawn),/,/,/,/,-0.8%,/,0.3%,i,13,0.0%
Clc1ccccc1-c1nc(-c2cccnc2)no1,-2%,-2%,1%,-4%,0.1%,1,7.0%,i,60,4.7%
COc1ccc(NC(=O)CSc2nc3ccncc3[nH]2)c(OC)c1,/,/,/,/,0.0%,/,39%,i,46,-0.1%

# High-throughput results deposited in PubChem BioAssay by several laboratories.
